Screening results as filed in PubChem.
BoNT A protease: blocks Botulinum neurotoxin A light chain protease; AID 588499; inhibition, % at 10 µM; multiplex microsphere protease substrate cleavage, flow cytometry; actives 0.17% (n = 360,000); also: plate controls were buffer without enzyme for full effect and enzyme alone for no effect
PfHsp40 rescue: compounds rescuing yeast from Plasmodium falciparum HSP40 toxicity; growth rescue, % at 12.5 µM; AID 504582; S. cerevisiae expressing PfHsp40, growth rescue, ATP luminescence; actives 0.68% (n = 340,000); in the data active = growth rescue above about 28%, passing the limit was not always enough; inconclusive = no clear call, values can overlap the other calls;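 also: yeast W303a lacking pdr1 and pdr3 grown in galactose medium; growth measured after three days at 30 °C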
PrPC TRFRET: inhibitors of human cell surface prion protein PrPC. P04156. TR-FRET read-out. inhibition, % at 13.8 µM. actives 0.43% (n = 370,000). AID 720596; in the data active = inhibition above about 24%; also: 0% = median of the test wells and 100% = reference compound wells
PriA SSB inh: K. pneumoniae PriA-SSBct interaction inhibition; inhibition, % at 33 µM; actives 0.6% (n = 430,000); AlphaScreen SSBct-PriA binding, biotinylated peptide; in the data active = inhibition mostly above about 37%, no sharp cut-off; inactive = mostly below about 20%;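 also: plate controls were negative control peptide for no effect and reference peptide for full effect; strong numbers were not always called active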
Yp Topo-I inh: Y. pestis Topo-I inhibition via cleavage products. Y. pestis Topo-I cleavage product accumulation, plate reader. activity, % at 10 µM. actives 0.064% (n = 360,000); in the data active = activity above about 50%, passing the limit was not always enough; inconclusive = no clear call, values can overlap the other calls; also: inactives centre near 2
TcdB GH inh: inhibitors of Clostridioides difficile toxin B glycohydrolase. TcdB glycohydrolase enzymatic assay, plate reader. inhibition, % at 9.99 µM. actives 0.24% (n = 350,000); in the data active = inhibition above about 10%
Target sequence (P18177 whole entry, looked up): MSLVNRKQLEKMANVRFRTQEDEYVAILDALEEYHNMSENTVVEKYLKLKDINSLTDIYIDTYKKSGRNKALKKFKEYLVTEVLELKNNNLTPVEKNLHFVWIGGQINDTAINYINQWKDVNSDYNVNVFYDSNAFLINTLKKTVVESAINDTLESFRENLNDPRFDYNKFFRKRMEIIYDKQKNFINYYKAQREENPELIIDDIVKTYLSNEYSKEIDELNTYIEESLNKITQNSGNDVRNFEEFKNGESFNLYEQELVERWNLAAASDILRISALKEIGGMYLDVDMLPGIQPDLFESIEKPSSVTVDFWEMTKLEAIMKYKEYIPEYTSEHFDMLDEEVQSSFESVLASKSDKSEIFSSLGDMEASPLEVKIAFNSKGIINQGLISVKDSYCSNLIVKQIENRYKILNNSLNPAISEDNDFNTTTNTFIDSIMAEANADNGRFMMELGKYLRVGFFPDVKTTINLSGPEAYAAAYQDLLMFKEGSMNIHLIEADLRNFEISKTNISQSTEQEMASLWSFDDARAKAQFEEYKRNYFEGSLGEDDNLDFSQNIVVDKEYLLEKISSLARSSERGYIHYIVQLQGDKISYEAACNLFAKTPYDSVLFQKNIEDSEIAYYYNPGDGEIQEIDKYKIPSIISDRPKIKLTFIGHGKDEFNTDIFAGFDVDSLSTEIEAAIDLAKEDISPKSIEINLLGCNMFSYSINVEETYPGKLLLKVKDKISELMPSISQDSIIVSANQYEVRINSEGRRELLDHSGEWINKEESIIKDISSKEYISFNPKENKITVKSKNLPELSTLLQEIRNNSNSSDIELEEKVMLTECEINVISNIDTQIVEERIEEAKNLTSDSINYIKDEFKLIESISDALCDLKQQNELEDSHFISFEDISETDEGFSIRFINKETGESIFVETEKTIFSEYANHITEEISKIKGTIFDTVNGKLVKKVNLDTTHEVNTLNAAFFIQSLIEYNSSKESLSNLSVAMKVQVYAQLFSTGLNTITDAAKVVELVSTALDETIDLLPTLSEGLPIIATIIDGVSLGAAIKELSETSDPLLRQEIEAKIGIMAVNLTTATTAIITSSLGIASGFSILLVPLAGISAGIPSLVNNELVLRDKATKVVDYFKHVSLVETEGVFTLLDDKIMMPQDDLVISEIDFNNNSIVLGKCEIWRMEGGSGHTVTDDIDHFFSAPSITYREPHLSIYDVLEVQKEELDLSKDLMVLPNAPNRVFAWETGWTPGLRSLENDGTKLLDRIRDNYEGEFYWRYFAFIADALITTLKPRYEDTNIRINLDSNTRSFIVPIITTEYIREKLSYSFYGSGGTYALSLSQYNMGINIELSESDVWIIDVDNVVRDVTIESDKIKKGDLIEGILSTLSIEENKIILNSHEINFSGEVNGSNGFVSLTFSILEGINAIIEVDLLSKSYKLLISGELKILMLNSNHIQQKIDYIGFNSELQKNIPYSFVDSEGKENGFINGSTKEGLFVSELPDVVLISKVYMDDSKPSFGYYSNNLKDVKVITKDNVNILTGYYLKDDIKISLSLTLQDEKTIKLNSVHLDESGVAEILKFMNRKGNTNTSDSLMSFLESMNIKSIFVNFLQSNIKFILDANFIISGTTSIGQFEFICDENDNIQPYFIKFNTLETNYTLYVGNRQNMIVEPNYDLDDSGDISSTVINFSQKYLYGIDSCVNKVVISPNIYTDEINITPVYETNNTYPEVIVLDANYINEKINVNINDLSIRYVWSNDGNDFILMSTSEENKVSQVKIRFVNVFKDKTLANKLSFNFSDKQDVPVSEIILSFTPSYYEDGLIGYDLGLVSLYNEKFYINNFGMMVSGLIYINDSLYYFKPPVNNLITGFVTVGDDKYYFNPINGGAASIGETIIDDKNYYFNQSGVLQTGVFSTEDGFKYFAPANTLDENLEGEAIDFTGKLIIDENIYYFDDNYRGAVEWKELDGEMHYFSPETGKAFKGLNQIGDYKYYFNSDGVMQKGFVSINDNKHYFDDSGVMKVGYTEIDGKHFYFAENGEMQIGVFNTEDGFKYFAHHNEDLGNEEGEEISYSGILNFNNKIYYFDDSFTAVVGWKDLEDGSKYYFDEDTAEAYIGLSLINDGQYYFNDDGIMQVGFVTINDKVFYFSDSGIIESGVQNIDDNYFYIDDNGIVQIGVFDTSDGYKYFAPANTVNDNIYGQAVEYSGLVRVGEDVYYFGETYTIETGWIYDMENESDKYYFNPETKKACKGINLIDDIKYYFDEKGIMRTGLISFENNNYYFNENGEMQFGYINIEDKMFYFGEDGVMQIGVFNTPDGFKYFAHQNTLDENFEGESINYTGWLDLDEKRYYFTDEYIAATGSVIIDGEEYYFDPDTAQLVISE
Vc quorum ag: induces V. cholerae light production without autoinducers; AID 588436; actives 0.16% (n = 350,000); V. cholerae BH1578 lux reporter, luminescence, 6 h; activation, % at 18.7 µM; in the data active = activation mostly above about 9.7%, no sharp cut-off; inconclusive = no clear call, values can overlap the other calls; inactive = mostly below about 3.7%; also: not every result past the cut was called active; inactives centre near 0; reference of the scale not given here
Anthrax LF inh2: inhibitors of Bacillus anthracis lethal factor protease. multiplex microsphere protease cleavage assay, LF. actives 0.12% (n = 360,000). inhibition, % at 10 µM. AID 588501. P15917; also: plate controls were buffer without enzyme for full effect and enzyme alone for no effect
3CLpro inhibitor: SARS-CoV 3CLpro protease inhibition | inhibition, % at 6 µM | recombinant SARS-CoV 3CLpro, quenched FRET peptide cleavage | actives 0.14% (n = 290,000) | P0C6X7; in the data active = inhibition above about 12%
Starred values were filed as active, the others as inactive; i = inactive; ? = inconclusive; . = no result given; + = active, no number; & = joins results of further samples. Rule as the data show it, unless noted: active = inhibition above about 30%; inconclusive = no clear call, values can overlap the other calls; inactive = below that. These rows are one share of the data, so the mix of outcomes need not match the whole.

SMILES | BoNT A protease | PfHsp40 rescue | PrPC TRFRET | PriA SSB inh | Yp Topo-I inh | TcdB GH inh | Vc quorum ag | Anthrax LF inh2 | 3CLpro inhibitor
COCCN(C(=O)CSc1n[nH]c(-c2ccccc2)n1)c1c(N)n(CC(C)C)c(=O)[nH]c1=O | 4.7 | 0.9 | 8 | -5 | 6 | -0.6 | -0.8 | 4 | .
CC(C)=N/N=C1\NC(=O)C(C)S1 (stereo not given) | 0.7 | 0.5 | 5 | . | 3 | -0.3 | -0.3 | -12 | -3
CCOc1cc(CN2CCC(n3nccc3NC(=O)C3CC3)CC2)ccc1O | 2.1 | -1.4 | 2 | -2 | -10 | 1.5 | 2.0 | 1 | -3
Cc1ccc2nc(NCc3ccco3)c(C=NCc3ccco3)c(=O)n2c1 | -0.3 | -1.8 | 2 | 1 | 3 | . | -1.1 | -4 | 0
Cc1ccc(C(=O)c2cccc(N)c2)cc1C | 0.1 | -0.1 | 5 | 3 | 0 | -5.9 | -0.3 | -2 | -1
CCN(CC)S(=O)(=O)c1ccc(/C=C/C(=O)Nc2ccc(F)cc2F)cc1 | 0.5 | -0.5 | -3 | -14 | -7 | 0.6 | -0.6 | -2 | 1
Cc1[nH]c2ccccc2c1C(=O)CN1CCN(C/C=C/c2ccccc2)CC1 | 1.0 | 0.1 | -3 | 14 | -5 | . | i | 3 | 3
COc1cccc(C2NC(=O)c3sc(=S)n(-c4ccccc4)c3N2)c1 (stereo not given) | -0.2 | -1.2 | -4 | -1 | 0 | . | 2.8 | -3 | 2
c1ccc(Cc2cc(-c3ccccc3)on2)cc1 | 0.9 | 0.5 | -1 | -88 | 4 | . | i | -6 | 0
COc1ccc(/C=C2\SC(=NCc3ccccc3)NC2=O)cc1 | -1.0 | -1.0 | -4 | 2 | 15 | . | -1.0 | -2 | 3
CC(C)N(C)Cc1nnnn1CC(=O)N(C)Cc1cccc(Cl)c1 | 0.9 | -1.3 | -1 | -1 | 3 | 0.5 | -0.5 | 2 | 0
CCN(CC)C(=O)CN(C#N)c1nc(C)cc(C)n1 | -0.9 | -2.1 | 1 | -6 | 6 | 0.6 | i | -1 | -1
NC(=O)c1cccc(-c2cccc(OC(=O)NC3CCCCC3)c2)c1 | 5.0 | 0.4 | 1 | -7 | 12 | 1.8 | i | 5 | 0
Cc1cc(OCC(=O)NCC(O)c2ccccc2)c2c(C)cc(=O)oc2c1 (stereo not given) | -0.7 | -0.1 | 1 | 8 | 4 | -6.5 | -0.4 | -2 | -4
CC1(C(=O)Nc2ccc3nc[nH]c3c2)CCN1C(=O)Cc1ccc(-c2ccccc2)cc1 (stereo not given) | -0.6 | . | 8 | . | 33 | 0.6 | -0.8 | -4 | .
Cc1ccccc1NC(=S)NC(=O)c1cncc(Br)c1 | -0.9 | 6.9 | -9 | 4 | 6 | . | -0.1 | -1 | 0
Cc1ccc(C)c(S(=O)(=O)N2CCN(C(=O)c3cc(-c4cccs4)nn3-c3ccccc3)CC2)c1 | . | -0.7 | 1 | -4 | 40 | -4.7 | -0.9 | . | .
O=C(CCN1C(=O)/C(=C/c2ccccc2Cl)SC1=S)NC1=NCCS1 | -0.7 | -1.5 | -1 | 4 | -3 | 0.5 | -0.2 | 2 | 4
CC1(C(=O)Nc2ccccc2)CCN1C(=O)C1(c2ccccc2)CC1 (stereo not given) | -0.2 | . | -8 | . | 14 | 1.0 | i | -8 | .
CC(=O)c1nn(-c2ccc(Cl)cc2)c(=O)[nH]c1=O | -0.5 | 1.1 | 1 | -2 | 7 | 0.8 | i | -7 | 0
Cc1onc(-c2c(F)cccc2Cl)c1C(=O)N1CCN(S(C)(=O)=O)CC1 | 0.6 | -1.5 | 2 | -8 | -1 | . | -0.4 | 1 | 2
Cc1[nH]n(-c2ccccc2)c(=O)c1C=NCCc1ccccc1 | -0.7 | 0.6 | 7 | -2 | 6 | 2.9 | -0.1 | -8 | -7
CCOC(=O)C(C)n1cnc2c(nnn2-c2ccc(OC)cc2)c1=O (stereo not given) | -1.2 | -1.2 | 0 | -2 | 5 | . | -0.6 | -4 | 0
COC(=O)[C@H](CC(C)C)NC(=O)NC1CCCc2ccccc21 (stereo not given in full) | -0.1 | -0.5 | 0 | -14 | -3 | . | i | -2 | 3
C[C@H]1CN([C@@H](C)CO)C(=O)CCCn2nncc2CO[C@@H]1CN(C)C(=O)Nc1ccc2c(c1)OCO2 | -0.4 | . | 5 | . | 9 | 1.5&-1.6 | -0.4 | -1 | .
CC1CCc2nn(CC(=O)NC3CCCC3)cc2C1 (stereo not given) | -1.8 | 1.9 | -2 | -6 | 13 | 1.1 | + | -4 | -2
COc1ccc(NC(=S)N2CCCC(CO)C2)c(OC)c1 (stereo not given) | 0.5 | 0.0 | -7 | -2 | -2 | 1.4 | -0.5 | 0 | -4
O=C(Nc1ccc(N2CCN(C(=O)c3ccc(Cl)cc3)CC2)cc1)c1ccc([N+](=O)[O-])o1 | 0.5 | 0.5 | 3 | 0 | 12 | 2.4 | i | -1 | 0
CC12CC3CC(C)(C1)CC(CN1CCOCC1)(C3)C2 | 0.6 | -0.9 | 2 | -45&-22 | 9 | . | 3.6 | 1 | 0
CCOc1cc(/C=N\NC(=O)Cc2ccccc2)ccc1OCC(=O)Nc1ccc(C)c(C)c1 | 0.4 | -1.4 | 0 | . | 20 | . | i | 2 | -5
COc1ccc2nc(NC(=O)c3ccccc3-c3ccccc3C(=O)O)sc2c1 | 0.9 | -0.4 | -2 | -17 | 1 | 1.1 | -0.9 | 7 | 6
O=S(=O)(Nc1cccc(C(F)(F)F)c1)c1cnc[nH]1 | . | 0.6 | 7 | 1 | -2 | . | -1.7 | . | 0
CCn1c2ccccc2c(=O)c2ccccc21 | 0.1 | -0.2 | -7 | -26 | 15 | 0.8 | -0.3 | -1 | 3
COc1ccc(CN(C(=O)c2ccc(CN3CCOCC3)o2)C(C(=O)NCC2CCCO2)c2ccc(F)cc2)cc1 (stereo not given) | 0.9 | -1.1 | -2 | -8 | 17 | 0.6 | i | 0 | 3
COc1ccc(CN2CCCCC2c2cccnc2)c(OC)c1C (stereo not given) | ? | -1.3 | -4 | -11 | 3 | . | i | -3 | -1
COc1ccccc1NC(=O)c1ccc(NC(=O)CSc2nncn2C)cc1 | -0.3 | -2.3 | 9 | 5 | -6 | 2.3 | 0.2 | -1 | 2
CC(C)c1ccccc1-n1c(SCc2cc(=O)oc3ccc4ccccc4c23)nnc1-c1cccnc1 | 3.9 | 1.4 | -6 | -1 | 19 | 0.7 | i | -1 | 7
CCOC(=O)Cn1c(=N)n(CCOc2ccc(F)cc2)c2ccccc21 | 3.6 | -0.5 | 0 | -11 | 8 | 0.0 | -0.6 | 7 | -2
Cc1ccc2nc(-c3ccncc3)cc(-c3ccccc3)c2c1 | -1.0 | 0.7 | 9 | -9&17&-17 | 41 | . | -0.4 | -2 | 1
Cc1nnc2ccc(-c3cccc(NS(C)(=O)=O)c3)nn12 | 0.1 | -0.4 | 0 | -6 | -2 | 0.2 | i | 2 | 3
CCN(CC)c1ccc(CNc2nc3ccccc3n2C)cc1 | -0.5 | -0.7 | 1 | 21 | 3 | 0.4 | -0.4 | 1 | -1
COc1ccccc1Oc1ccc2c(c1)C(=O)N(c1cccc3ncccc13)C2=O | -0.1 | -1.7 | 5 | 10 | 32 | 0.0 | i | -2 | 6
O=C(N/N=C/c1ccc(-c2ccccc2[N+](=O)[O-])o1)c1cccnc1 | 0.6 | -0.7 | -11 | . | -1 | -5.9 | i | -1 | 4
COc1ccc(/C=C/C(=O)C2CC2)cc1COc1cccc(C)c1C | 4.4 | 1.1 | -2 | -12 | 15 | -0.6 | i | 31* | -1
Cc1ccc(S(=O)(=O)N2CCCCC2)cc1C(=O)NCC1CCCO1 (stereo not given) | 2.8 | 0.2 | 7 | -7 | -3 | 0.9 | i | 5 | -8

Sorted by SMILES length (falling): part of the list above.
SMILES | BoNT A protease | PfHsp40 rescue | PrPC TRFRET | PriA SSB inh | Yp Topo-I inh | TcdB GH inh | Vc quorum ag | Anthrax LF inh2 | 3CLpro inhibitor
COc1ccc(CN(C(=O)c2ccc(CN3CCOCC3)o2)C(C(=O)NCC2CCCO2)c2ccc(F)cc2)cc1 (stereo not given) | 0.9 | -1.1 | -2 | -8 | 17 | 0.6 | i | 0 | 3
CC1(C(=O)Nc2ccc3nc[nH]c3c2)CCN1C(=O)Cc1ccc(-c2ccccc2)cc1 (stereo not given) | -0.6 | . | 8 | . | 33 | 0.6 | -0.8 | -4 | .
COc1ccccc1Oc1ccc2c(c1)C(=O)N(c1cccc3ncccc13)C2=O | -0.1 | -1.7 | 5 | 10 | 32 | 0.0 | i | -2 | 6
CCOC(=O)C(C)n1cnc2c(nnn2-c2ccc(OC)cc2)c1=O (stereo not given) | -1.2 | -1.2 | 0 | -2 | 5 | . | -0.6 | -4 | 0
CC(C)N(C)Cc1nnnn1CC(=O)N(C)Cc1cccc(Cl)c1 | 0.9 | -1.3 | -1 | -1 | 3 | 0.5 | -0.5 | 2 | 0
Cc1ccc2nc(-c3ccncc3)cc(-c3ccccc3)c2c1 | -1.0 | 0.7 | 9 | -9&17&-17 | 41 | . | -0.4 | -2 | 1

Continuation:
SMILES | BoNT A protease | PfHsp40 rescue | PrPC TRFRET | PriA SSB inh | Yp Topo-I inh | TcdB GH inh | Vc quorum ag | Anthrax LF inh2 | 3CLpro inhibitor
COc1ccc(NC(=O)C[C@H]2C(=O)N(C3CCCCC3)C[C@@H]2CSC)cc1 | -0.8 | . | 9 | . | 15 | 2.4 | -0.4 | -6 | .
Cc1ccc(S(=O)(=O)N2CCCC2C(=O)NCc2ccco2)cc1 (stereo not given) | -0.2 | -0.6 | 0 | 4 | 6 | . | i | -3 | 3
CCOC(=O)N1CCC(O)(c2cc(C)c(C)cc2C)CC1 | 0.9 | 1.8 | -2 | -15 | 9 | . | i | 0 | -4
CC(C)(C)c1nc2scc(-c3ccc(Cl)cc3)c2c(=O)o1 | -0.6 | 0.3 | 6 | -1 | 2 | . | -0.3 | 0 | -5
Cc1nn(CCCC(=O)Nc2ccccn2)c(C)c1[N+](=O)[O-] | -1.0 | -0.1 | -4 | 3 | 7 | -0.5 | -0.3 | -2 | 1
CNc1ccc(Br)cc(C(=O)/C=C/c2ccc(OC)cc2OC)c1=O | 23 | 0.0 | -5 | -1 | 0 | . | -0.1 | 14 | 3
Fc1ccc(-c2cnn3c(-c4ccncc4)ccnc23)cc1 | -0.4 | 0.8 | -5 | -6 | -9 | 0.5 | i | 1 | -3
CCOC(=O)c1cc(-c2c(Cl)cccc2Cl)no1 | 0.4 | -0.1 | -9 | -47 | 5 | 0.3 | 0.3 | 7 | 1
Cc1nc(C2COc3ccccc3O2)sc1C(=O)O (stereo not given) | ? | -1.3 | 1 | -14 | 2 | 0.4 | i | -10 | 1
CN(C)S(=O)(=O)c1cccc2c1C(=O)c1ccccc1C2=O | 0.3 | 1.6 | -17 | -13 | 4 | 0.1 | -0.3 | 1 | 3
COC(=O)c1cn(-c2ccccc2)c(=O)c2ccccc12 | 0.6 | -0.3 | 0 | 14 | 5 | 0.2 | i | -4 | 5
Cc1cc(C)n2c(-c3ccccc3Cl)nnc2n1 | 0.7 | -0.4 | 25* | 10 | 2 | . | -0.4 | -3 | -3
c1c(CC2CCCC2)nnn1C[C@H]1CC[C@@H]([C@@H]2CC[C@H](Cn3cc(CC4CCCC4)nn3)O2)O1 | -0.2 | -0.5 | 6 | 3 | 16 | 2.6 | -11 | 2 | -6
COc1ccc(C2/C=C\CNCC(=O)N2Cc2ccc(F)cc2)cc1 (stereo not given) | 0.2 | -0.2 | 0 | -18 | -1 | 0.0 | i | -7 | .
C/C(=N/NC(=O)CNc1ccc(C)cc1)c1ccc(Br)s1 | -0.5 | -0.7 | 8 | . | 7 | 3.2 | i | 1 | -2
O=C(OCC(=O)c1ccc(Cl)cc1Cl)c1ccccn1 | 0.3 | -1.9 | 3 | -5 | 6 | 1.3 | -0.3 | 1 | .
Fc1cc(F)cc(Nc2nc(Cl)nc(NC3CCCC3)n2)c1 | -0.3 | ? | -3 | -12 | -5 | 0.5 | i | 1 | .
Cc1cc2ccccc2n1CCNC(=O)COc1ccccc1 | 84* | 0.6 | 42* | 49* | 17 | -0.1 | i | -63 | .
